Screens deposited in PubChem BioAssay by Sanford-Burnham Center for Chemical Genomics.
SENP1 FRET inh: inhibitors of human SENP1 SUMO protease catalytic domain; AID 624204; inhibition, % at 10 µM; 360,000 tested, 0.21% active; recombinant SENP1 catalytic domain, CyPet-SUMO1-YPet FRET cleavage;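 active = inhibition at least 30% at 10 µM, raw YFP signal under a set limit, fluorescence ratio 0.5 to 1.5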;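 note: 0% = enzyme with DMSO and 100% = no enzyme wells; some results filed as inactive read as strong as hits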
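Test system: human SENP1 catalytic domain; medium: Tris pH 8 buffer plus EDTA, NaCl, BME, BSA, NP40, catalase; incubation: 50 min reaction at room temperature; technique: FRET, CFP and YFP emission; controls: no-enzyme low control and enzyme-plus-DMSO high control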
SENP8 block-1: inhibitors of human SENP8 protease | inhibition, % at 20 µM | recombinant SENP8, Nedd8 substrate fluorescence | Q96LD8 | AID 602440 | 360,000 tested, 0.64% active; in the data active = inhibition mostly above about 40%, no sharp cut-off; inactive = mostly below about 27%
Target sequence (Q96LD8 whole entry, looked up): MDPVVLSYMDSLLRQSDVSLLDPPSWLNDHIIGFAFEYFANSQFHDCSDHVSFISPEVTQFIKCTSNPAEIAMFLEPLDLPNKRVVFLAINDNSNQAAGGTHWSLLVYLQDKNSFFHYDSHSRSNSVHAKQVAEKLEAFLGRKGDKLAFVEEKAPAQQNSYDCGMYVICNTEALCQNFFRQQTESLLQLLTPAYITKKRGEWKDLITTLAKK
SENP8 block-2: blocks the human protease SENP8; Q96LD8; purified SENP8, Z-RLRGG-aminoluciferin cleavage, luminescence; inhibition, % at 10 µM; 330,000 tested, 1.2% active; AID 2540; in the data active = inhibition above about 50%
SENP6 inh: blocks the human protease SENP6. inhibition, % at 10 µM. 330,000 tested, 1.8% active. Recombinant SENP6 catalytic domain, aminoluciferin luminescence;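 active = inhibition above about 50% at the single tested dose, limit read from the data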;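 note: plate controls were DMSO wells with enzyme for no effect and DMSO wells lacking enzyme for full effect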
Target sequence (Q9GZR1 628-1112 limits assumed): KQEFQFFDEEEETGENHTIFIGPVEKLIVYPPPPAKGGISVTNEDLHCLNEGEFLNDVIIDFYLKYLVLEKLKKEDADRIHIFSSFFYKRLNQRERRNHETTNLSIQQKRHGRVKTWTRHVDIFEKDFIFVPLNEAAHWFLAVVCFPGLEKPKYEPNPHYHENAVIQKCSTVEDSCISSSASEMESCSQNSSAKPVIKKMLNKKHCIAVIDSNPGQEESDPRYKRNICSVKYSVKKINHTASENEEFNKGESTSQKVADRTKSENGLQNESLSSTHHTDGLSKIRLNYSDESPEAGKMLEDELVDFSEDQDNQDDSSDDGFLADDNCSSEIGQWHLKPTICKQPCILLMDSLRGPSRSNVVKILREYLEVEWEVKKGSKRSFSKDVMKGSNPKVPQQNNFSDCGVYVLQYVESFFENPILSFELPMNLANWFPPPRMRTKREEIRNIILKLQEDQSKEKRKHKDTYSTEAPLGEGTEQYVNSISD
beta cell repl: inducers of beta-cell replication in MIN6 cells; MIN6 cells proliferation, ATPlite luminescence, 48 h; cells starved in 0.2% serum; 100% = growth in 10% serum; 330,000 tested, 0.29% active; proliferation, % at 10 µM;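 active = compounds whose signal lies at least 3.5 SD above the mean of all wells on their plate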;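 note: 0% = DMSO-treated cells in low-serum medium and 100% = 10% serum control; some compounds called inactive have numbers as strong as hits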
PfG6PD inh: PfG6PD (Plasmodium falciparum) enzyme inhibition. inhibition, % at 20 µM. AID 504690. 350,000 tested, 0.78% active. PfGluPho enzyme, NADPH resazurin-diaphorase fluorescence;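 active = inhibition reaching at least a set limit at 20 µM in the primary screen, cut at about 59% in these data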;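 note: 0% = DMSO wells with substrate and 100% = DMSO wells lacking glucose-6-phosphate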
SENP7 block: SENP7 protease inhibition. Q9BQF6. recombinant SENP7, Z-RLRGG-aminoluciferin luminescence, 40 min. inhibition, % at 5 µM. 330,000 tested, 1.5% active. AID 434973;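 active = inhibition above about 50% at the single test dose, limit read from the data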;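 note: plate controls were DMSO with enzyme for no effect and no enzyme buffer wells for full effect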
Target sequence (Q9BQF6 706-1050 limits assumed): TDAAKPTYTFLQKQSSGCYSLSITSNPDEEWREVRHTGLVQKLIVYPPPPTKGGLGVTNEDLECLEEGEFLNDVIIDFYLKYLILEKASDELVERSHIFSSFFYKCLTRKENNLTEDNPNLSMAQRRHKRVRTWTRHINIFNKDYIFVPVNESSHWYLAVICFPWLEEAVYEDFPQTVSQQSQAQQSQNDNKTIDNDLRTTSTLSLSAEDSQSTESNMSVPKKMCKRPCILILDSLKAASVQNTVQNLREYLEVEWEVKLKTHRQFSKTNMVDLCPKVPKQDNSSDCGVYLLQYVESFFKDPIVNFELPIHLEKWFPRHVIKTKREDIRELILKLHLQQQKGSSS
UBC13 inh: human UBC13 polyubiquitination inhibition; P61088; UBC13 polyubiquitin chain formation, TR-FRET; inhibition, % at 20 µM; 330,000 tested, 0.47% active; AID 485273; in the data active = inhibition above about 45%, passing the limit was not always enough
HKDC1 inhibitor: HKDC1 (human) hexokinase inhibition; inhibition, % at 20 µM; recombinant HKDC1, G6PDH/diaphorase resazurin coupled fluorescence; Q2TB90; 340,000 tested, 0.16% active; AID 493160;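 active = inhibition above about 35% when tested at 20 µM, limit read from the data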;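 note: plate controls were DMSO wells with enzyme for no effect and DMSO wells lacking enzyme for full effect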
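Assay system: in-house recombinant HK5 (HKDC1) enzyme. Input: HKDC1 at 5 µg/mL. Medium: Tris pH 8.0 buffer with MgCl2, Tween-20, BSA, BME. Dosing: single 20 µM dose. Schedule: 90 min reaction incubation at room temperature, dark. Signal: resazurin-to-resorufin fluorescence via G6PDH and diaphorase coupling, 525/613 nm. Controls: DMSO-enzyme wells negative, buffer-substituted wells positive.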
Numbers without * were called inactive; / = no result given.

SMILES	SENP1 FRET inh	SENP8 block-1	SENP8 block-2	SENP6 inh	beta cell repl	PfG6PD inh	SENP7 block	UBC13 inh	HKDC1 inhibitor
Cc1cc(Br)ccc1S(=O)(=O)NCc1ccccc1	-2	13	6	5	0	19	-2	-3	-1
COc1cc2c(cc1OC)[C@@H](NC(=O)CCC1CCCCC1)[C@H](O)C2	0	8	/	/	/	-5	-5	/	-8
CCCCCN(C(=O)COC(=O)c1ccc(Br)o1)c1c(N)n(CCCC)c(=O)[nH]c1=O	-7	9	-2	4	-3	-7	2	-4	-1
CCCn1c(SCC(=O)Nc2ccc(OC)cc2[N+](=O)[O-])n[nH]c1=O	1	8	-4	-10	-1	0	2	-6	-3
CCN(C(=O)COC(=O)c1ccc(OC)c(S(=O)(=O)N(C)Cc2ccccc2)c1)C1CCS(=O)(=O)C1 (stereo not drawn)	2	-7	-5	-4	3	12	-9	-1	-1
Cc1ccc2nc(N3CC(=O)Nc4ccccc43)nc(-c3ccccc3)c2c1	-6	-117	/	/	/	-5	/	/	-1
CC(C)c1ccc(NC(=O)Cn2cccc2C2=NC(c3ccccc3)CO2)cc1 (stereo not drawn)	-1	10	-12	-13	-4	9	-9	-5	-4
CC1=C(C(=O)Nc2ccccc2)C(c2ccco2)n2ncnc2N1 (stereo not drawn)	2	8	-7	-20	-2	-10	2	-3	-5
O=C(N[C@@H](Cc1ccccc1)C(=O)N1CCN(S(=O)(=O)c2ccccc2F)CC1)c1ccco1	0	3	-1	4	-3	-12	4	11	-4
Cc1ccc(/C=C/C(=O)NCc2ccc(S(N)(=O)=O)cc2)o1	-23	-37	/	/	/	68*	/	/	-4
Cc1csc(SCC(=O)Nc2cc(C(N)=O)cc(C(N)=O)c2)n1	2	-13	-12	-17	-1	8	-1	-1	-6
COc1ccc(N/C(C)=C/C(=S)Nc2ccccc2)cc1	-6	-2	2	9	0	16	-1	-4	-7
CC1(c2ccc3c(c2)OCO3)NC(=O)N(CC(=O)Nc2ccccc2[N+](=O)[O-])C1=O (stereo not drawn)	0	18	7	1	14*	10	-4	-2	2
COC(=O)CSc1nc(-c2ccccc2)c2c(c1C#N)CCCC2	-9	-12	2	-4	0	34	4	20	4
CCN(CC)c1ncnc2c1cnn2Cc1ccc(C)cc1	2	0	3	7	0	4	8	5	0
O=C1CC(c2cccc(Br)c2)c2cc3c(cc2N1)CCC3 (stereo not drawn)	3	17	-13	-5	-4	12	9	3	12
COc1ccccc1-c1cc(C(=O)N/N=C\c2cnn(C)c2C)c2ccccc2n1	2	-4	3	11	1	-3	-3	0	1
Cc1nc(N2CCC(C)CC2)c(C#N)c(C)c1[N+](=O)[O-]	0	0	-8	-1	3	-14	-6	-2	-1
CCN(C(=O)CSc1nc2c(cnn2-c2ccccc2)c(=O)[nH]1)C1CCS(=O)(=O)C1 (stereo not drawn)	1	16	-5	-4	0	-28	-11	-6	-16
O=C(CNc1cc(S(=O)(=O)N2CCOCC2)ccc1N1CCCC1)N1CCc2ccccc21	0	0	-7	-6	-2	7	-3	-12	3
COc1ccc(NC(=O)COc2ccc(C)nc2[N+](=O)[O-])cc1S(N)(=O)=O	-2	13	-2	-4	5	-9	-2	0	-4
COc1ccc2[nH]c(C)c(C(=O)CN3CC(C)OC(C)C3)c2c1 (stereo not drawn)	2	8	-2	-1	-2	-1	1	8	-6
COc1ccc(NS(=O)(=O)c2ccc(O)c([N+](=O)[O-])c2)cc1S(=O)(=O)N1CCCCC1	4	4	6	-4	0	-6	-3	-14	-3
CC(C)(C)NC(=O)CN(C(=O)c1csnn1)c1ccccc1-c1ccccc1	2	10	-2	9	-1	-13	10	1	4
CCOc1ccc(/C=N/n2c(SC)nnc(C(C)(C)C)c2=O)cc1	1	38	-3	-1	-4	-4	4	8	-6
COC(=O)c1ccc(COc2ccccc2[N+](=O)[O-])o1	1	17	0	-5	-4	-10	-1	-13	11
Cc1cc(C)c(C(=O)N2CCCC(N3CCN(c4ccc(F)cc4)CC3)C2)o1 (stereo not drawn)	2	19	-3	-9	-3	-4	4	0	-2
O=C(c1cccc(Cl)c1Cl)N1CCN(c2ccccn2)CC1	0	6	-9	3	-1	-14	1	-4	-4
CC(=O)C1=C(O)C(=O)N(CC(=O)O)C1c1ccccc1Cl (stereo not drawn)	-4	1	8	-7	1	-8	-2	-12	-4
COCCn1nnnc1CN1CCC(NC(=O)c2ccc(Br)cc2)CC1	1	18	-1	-4	1	-7	0	5	2
O=C(Nc1nonc1-c1ccc(Cl)cc1)c1ccccc1	2	12	-2	1	-2	-12	-6	6	-29
Cn1nc(C(F)(F)F)c(CNC(=O)C(C)(C)CCl)c1N1CCOCC1	2	9	-15	-9	-2	-5	-6	-12	-5
COc1ccc(N2CCN(C(CNC(=O)C(=O)NCC(OC)OC)c3ccco3)CC2)cc1 (stereo not drawn)	0	12	-1	-15	-2	-6	2	4	1
COc1ccc(C(=O)NCC(=O)N/N=C/c2cccnc2)cc1OC	-1	6	-11	-9	1	-8	-27	-5	-2
CCCCCCN=C1CC(C)(C)CC(=O)/C1=C(/O)CCC	2	2	-4	-9	2	-8	-1	7	5
CCCc1cc(=O)[nH]c(SCC(=O)N2CCN(S(=O)(=O)c3ccccc3)CC2)n1	1	13	-13	-10	0	-7	-6	-11	8
CCCCOC(C)n1cc(F)c(=O)[nH]c1=O (stereo not drawn)	1	15	/	/	/	-5	/	/	-10
CC(=O)Nc1c(O)c2cccc3c2n(c1=O)CCC3	0	-30	-5	-51	1	30	-5	-2	1
CCCN1CCN(CCCNC(=S)Nc2ccc(OC)cc2)CC1	3	19	1	-18	3	6	1	8	-12
CC(C)Oc1ccc(C(=O)Nc2c3c(nn2-c2ccccc2)CS(=O)(=O)C3)cc1	0	6	-2	-5	-4	3	1	1	-3
O=C(O)c1cc(N/N=C/c2cccc3ccccc23)ccc1Cl	-63	-96	9	-8	4	-11	-5	-2	4
O=Cc1c(Cl)nc2ccccn12	0	6	-2	1	0	2	6	2	-8
CN(C)CCCNS(=O)(=O)c1ccc(-n2nnc3ccccc32)c([N+](=O)[O-])c1	1	28	4	-21	-4	-3	3	-1	-1
Cc1c(Br)cc(C(=O)N2CCCC2)c(C)c1C	1	10	-1	8	-2	-2	4	-1	0
COc1ccc(-c2nc(C)ncc2N=Nc2ccccc2)cc1	3	26	-7	-8	1	4	-12	-17	0
Cc1cc(=O)c(C(=O)c2ccccc2)c(C)o1	0	13	-3	-12	2	-1	9	7	-11
Cc1ccc(C)c(/C=N/Nc2nc3ccccc3c(=O)n2O)c1	-18	-19	-5	-10	-1	19	1	-9	-6
Cc1ccccc1-n1c(SCc2cccc(F)c2)nc2[nH]ncc2c1=O	1	18	-22	-22	0	4	3	4	1
CNC(=S)NNC(=O)COc1ccc(C)c(C)c1	1	18	-11	-33	1	13	-1	-11	-10
CCN(CC)C(=O)Cn1c(=O)n(-c2ccccc2)c(=O)c2sccc21	1	17	3	10	-2	-14	-1	-2	-6
CCN(CCn1cccn1)C(=O)c1cccc(OC2CCN(S(C)(=O)=O)CC2)c1	2	-3	-3	3	-2	-12	0	0	-2
NC(=O)Cn1nc([N+](=O)[O-])nc1Oc1ccccc1F	3	6	1	11	1	11	8	-6	2
O=S(=O)(NC1CC1)c1ccc(Cl)cc1	2	18	3	3	-2	-14	2	5	1
Cc1csc(NC(=O)/C=C/c2ccc(C)o2)n1	-2	-8	4	5	0	28	0	-1	-20
Cc1ccc(C(=O)Nc2ccc(N3CCN(C(=O)c4ccco4)CC3)cc2)cc1	0	38	-7	-2	-1	8	-7	14	-4
CS(=O)(=O)c1cccc(C(=O)Oc2ccccc2)c1	1	1	-8	1	-2	7	-12	-5	0
Cc1cc(C)cc(NC(=S)NCc2cccn2C)c1	-2	18	-9	-15	3	7	-11	12	-12
C=CCC1(CC=C)CCCN1C(=O)C1CCC(=O)N(CCc2ccc(OC)cc2)C1 (stereo not drawn)	-16	5	-10	1	-6	0	15	-8	-9
Nc1c(Cl)cc2c(c1Br)Cc1ccccc1-2	0	3	/	/	/	-1	/	/	-6
O=C(NCCC1=CCCCC1)c1c(O)nc2ccccn2c1=O	-4	-373	1	1	-5	-21	-2	-4	2

Reprinted from the part before: 5 entries; new compounds follow.
SMILES	SENP1 FRET inh	SENP8 block-1	SENP8 block-2	SENP6 inh	beta cell repl	PfG6PD inh	SENP7 block	UBC13 inh	HKDC1 inhibitor
CS(=O)(=O)c1cccc(C(=O)Oc2ccccc2)c1	1	1	-8	1	-2	7	-12	-5	0
Cc1cc(C)cc(NC(=S)NCc2cccn2C)c1	-2	18	-9	-15	3	7	-11	12	-12
C=CCC1(CC=C)CCCN1C(=O)C1CCC(=O)N(CCc2ccc(OC)cc2)C1 (stereo not drawn)	-16	5	-10	1	-6	0	15	-8	-9
Nc1c(Cl)cc2c(c1Br)Cc1ccccc1-2	0	3	/	/	/	-1	/	/	-6
O=C(NCCC1=CCCCC1)c1c(O)nc2ccccn2c1=O	-4	-373	1	1	-5	-21	-2	-4	2
COc1ccc(S(=O)(=O)N2CCOCC2)cc1NC(=O)COc1ccc(C)cc1	-1	15	7	-13	0	-10	-4	2	-1
O=C(CCc1nc2ccccc2s1)NC1CCOC1=O (stereo not drawn)	1	12	2	61*	2	-3	1	3	-1
CCN1CCN(C(=O)NC2CCCCC2)CC1	1	20	3	0	1	-9	3	8	-1
CC(=O)NS(=O)(=O)c1ccc(NC(=O)c2ccc3c(c2)C(=O)N(CCC(C)C)C3=O)cc1	3	12	-5	-1	0	-14	0	-11	19
COC(=O)[C@H](CCSC)NC(=O)Cn1ccc(N)nc1=O	0	3	8	0	-2	-9	-1	-5	4
CN(C(=O)c1cccc(NC(=O)Cc2ccc(NC(=O)C3CCN(C(=O)C4CC4)CC3)cc2)c1)C1CCC1	3	11	/	/	/	-6	/	/	-3
CN(C(=O)c1cc2c(=O)n3ccccc3nc2s1)C1CCCCC1	-69	-404	-3	-20	-1	12	-4	10	6
CNCc1c(OCc2ccccc2)ccc2ccccc12	2	25	-2	0	-3	-14	-6	7	6
O=C(Oc1ccc(-c2nnco2)cc1)N(c1ccccc1)c1ccccc1	-1	18	7	-1	0	-35	1	-1	-2
Cc1cc(NC(=O)CSc2nc3ccsc3c(=O)n2CCCC(=O)NCCc2ccccc2)no1	-1	6	-5	-6	-2	9	2	23	-4
CC1CN(CC(=O)N2CCc3[nH]c4ccccc4c3C2)CC(C)O1 (stereo not drawn)	-22	-110	-8	8	-1	14	26	-16	6
Cc1ccc(C(=O)NNC(=O)c2ccc(S(=O)(=O)N(C)c3ccccc3)cc2)cc1	2	9	-1	-7	0	2	-5	1	2
CC(OC(=O)c1c(F)cccc1F)C(=O)NCCC1=CCCCC1 (stereo not drawn)	1	8	0	-14	-4	0	1	12	-1
CCOC(=O)N1CCN(C(=O)C2CCN(C(=O)c3ccccc3C)CC2)CC1	-1	-9	/	/	/	117*	/	/	0
Cc1nc(-c2ccccc2)cc(=O)[nH]1	0	21	-6	-14	0	0	5	-5	-4
Cc1cccc(NCCNc2cccc(C)c2)c1	-1	19	-10	1	-5	24	-10	-2	5
CC(=O)N1c2ccccc2Oc2cc3ccccc3cc21	-5	-229	-6	8	0	-12	-5	13	-3
